Bioassay records (PubChem)
influenza NS1A: H1N1 influenza NS1A inhibitors, functional cell based assay (AID 504329) | inhibition, % at 12.5 µM; hits with a dose series show IC50 in µM | actives 0.3% (n = 340,000) | NS1A functional cell-based assay, percent inhibition; higher % means a stronger effect; in the data active = a potency from the dose series; inconclusive = inhibition above about 27% without an active follow-up result; also: strong numbers were not always called active
tuberculosis growth: growth inhibition of non-replicating M. tuberculosis (AID 488890); actives 0.39% (n = 320,000); Mycobacterium tuberculosis non-replicating, growth inhibition; higher % means a stronger effect; inhibition, % at 25 µM, or IC50 in µM where a hit was titrated; in the data active = a potency from the dose series; inconclusive = inhibition mostly from about 82% at the one dose, without a potency; inactive = the rest, 99 in 100 with inhibition below about 76%;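 also: plate controls were DMSO cells for no effect and high antibiotic wells for full effect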
M. tuberculosis HTS: M. tuberculosis growth inhibition, HTS (AID 449762); M. tuberculosis H37Rv growth inhibition, 7H9 media; higher % means a stronger effect; inhibition, % at 25 µM, or IC50 in µM where a hit was titrated; actives 0.59% (n = 330,000); in the data active = a potency from the dose series; inconclusive = inhibition above about 70% without an active follow-up result;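 also: bacterial growth assessed after seven days of incubation; strong numbers were not always called active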
VEEV TC-83 Vero: inhibitors of VEEV TC-83 cytopathic effect, confirmation, Vero cells (AID 588727). Vero cells, VEEV TC-83 cytopathic effect inhibition; higher % means a stronger effect. inhibition, % at 20 µM, or IC50 in µM where a hit was titrated. actives 0.13% (n = 350,000); in the data active = a potency from the dose series; inconclusive = inhibition mostly from about 14% at the one dose, without a potency; inactive = the rest, 99 in 100 with inhibition below about 12%; also: strong numbers were not always called active
PhoP GFP inhibition: PhoP regulon inhibitors, Salmonella typhi PhoP promoter GFP reporter, confirmatory (AID 1850); inhibition, % at 50 µM; hits with a dose series show IC50 in µM; actives 0.33% (n = 310,000); Salmonella Typhi PhoP-promoter GFP reporter, fluorescence, 4 h; higher % means a stronger effect; in the data active = a potency from the dose series; inconclusive = inhibition mostly from about 25% at the one dose, without a potency; inactive = the rest, 99 in 100 with inhibition below about 19%;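 also: 0% = induced wells with vehicle and 100% = uninduced wells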
VEEV TC-83 Vero 10K pilot screen: second read-out of VEEV TC-83 Vero, no call of its own (marks repeat the call); inhibition, %; measured here: 10K pilot screen inhibition
The depositor's hits bear a star; i = inactive; ? = inconclusive; . = not tested or not shown. An unsorted share of the library; about 1.5% have a hit in one of these screens.

SMILES	influenza NS1A	tuberculosis growth	M. tuberculosis HTS	VEEV TC-83 Vero	PhoP GFP inhibition	others
CCCCN1C(=O)NC(=O)C2(Cc3ccccc3N3CCOCC32)C1=O (stereo not given)	-2%	11%	3%	1.2%	-4%
Nc1cc(Oc2ccc(Cl)cc2Cl)nc(N)n1	2%	22%	4%	0.2%	6%
O=c1c2ccccc2c(-c2n[nH]c(=S)o2)nn1Cc1ccccc1	-7%	4%	-4%	2.0%	3%
Cc1nc(NCc2ccco2)c2cn[nH]c2n1	3%	.	.	1.9%	.
Cc1ccc(CNC(=O)CN2C(=O)NC3(CCCC3)C2=O)cc1	-10%	61%	49%	0.5%	.
Cc1cc(C)cc(C(=O)NCC(=O)OCC(=O)N2CCN(S(=O)(=O)c3ccc4ccccc4c3)CC2)c1	1%	21%	10%	i	-2%
O=[N+]([O-])c1cccc2ccc(N3CCOCC3)nc12	3%	-11%	12%	i	4%
CCN(CC)S(=O)(=O)c1ccc2c(c1)nc(SC(C)C(N)=O)n2-c1ccc(OC)cc1 (stereo not given)	-28%	36%	13%	i	-1%
Cc1cc(C(=O)CS(=O)(=O)c2ccccc2)cc(C)c1OC(=O)N(C)C	-9%	9%	4%	1.7%	1%
COc1ccc(CNCCNC(=O)c2nonc2N)cc1OC	-17%	-1%	-2%	1.7%	-16%
Nc1ccc(C2(c3ccc(N)cc3)OC(=O)c3ccccc32)cc1	7%	8%	-6%	i	-7%
C=CCNC(=O)/C(C#N)=C/c1c(N2CCCCCC2)nc2ccccn2c1=O	20%	11%	-3%	7.6%	-6%
Cn1c(CNS(=O)(=O)c2cccc(Cl)c2)cc(=O)n(C)c1=O	4%	0%	-1%	4.0%	14%
CC(=O)Nc1cccc(C(=O)N/N=C/c2ccc(F)cc2)c1	7%	11%	4%	0.3%	0%
O=C(/C=C/c1ccccc1)Nn1cnc2ccccc2c1=O	-9%	9%	4%	1.2%	-3%
Cc1nc(C(=O)NCc2ccccc2)sc1C1(C)CC(c2cccc([N+](=O)[O-])c2)=NO1 (stereo not given)	7%	-12%	-2%	4.7%	-3%
Cc1c(C(=O)O)[nH]c2c1C(=O)CC(c1ccccc1)C2 (stereo not given)	-15%	.	-5%	i	-1%
CCN(Cc1cnn(C)c1)C(=O)c1ccc2nc(Cc3cccc(Cl)c3)oc2c1	12%	14%	5%	1.3%	3%
COc1ccc(-n2nc(C(=O)NCC(=O)N3CCC(C)CC3)c3ccccc3c2=O)cc1Cl	5%	28%	6%	10.0%	-6%
O=C(NCc1cccnc1)C1c2ccccc2C(=O)N1Cc1ccco1 (stereo not given)	-17%	13%	-13%	i	-3%
COc1ccc(C(=O)Nc2ccc(S(=O)(=O)Nc3nccnc3OC)cc2)cc1OC	2%	23%	-4%	3.3%	0%
CNS(=O)(=O)c1ccc2c3c(cccc13)C(=O)N2C	-2%	-5%	8%	1.4%	4%
Cc1ccc(COC(=O)CCc2nc3ccccc3c(=O)[nH]2)cc1	-5%	?	12%	1.7%	-4%
COc1ccc(CCNC(=O)CN(CCc2ccccc2)S(C)(=O)=O)cc1	-4%	-7%	5%	1.0%	-6%
COCCCNC(=O)CSc1nc2c(sc(=S)n2-c2cc(Cl)ccc2OC)c(=O)[nH]1	-9%	-10%	-13%	i	-11%
SMILES	influenza NS1A	tuberculosis growth	M. tuberculosis HTS	VEEV TC-83 Vero	PhoP GFP inhibition	others
CCn1c(N2CCN(CC(=O)Nc3cccc(C)c3C)CC2)nc2ccccc21	-11%	19%	1%	4.8%	-3%
CCc1ccc(NC(=O)CN(C(=O)N2CCN(CC)CC2)S(=O)(=O)c2ccc(C)cc2)cc1	-3%	24%	?	0.8%	6%
CC1CCCCC1NC(=O)COC(=O)c1ccc2c(=O)n3c(nc2c1)CCC3 (stereo not given)	-6%	-9%	8%	1.4%	.
O=C(Nc1ccc(C(=O)N2CCN(c3ccccn3)CC2)cc1)c1ccc(Br)o1	-8%	1%	7%	2.3%	-9%
O=C(NCCNc1ccc([N+](=O)[O-])cc1C(F)(F)F)c1ccccc1F	3%	0%	3%	4.5%	6%
C/C(Cn1cnc([N+](=O)[O-])n1)=N\NC(=O)c1ccc(Br)cc1	6%	6%	-2%	0.3%	-8%
Cn1c(=O)oc2cc(S(=O)(=O)NCc3ccccn3)ccc21	3%	-16%	-3%	0.7%	0%	VEEV TC-83 Vero 10K pilot screen=0.7
C=CCn1c(O)c(N=NC(=S)Nc2cccc(OC)c2)c2ccccc21	4%	48%	0%	3.8%	-9%	VEEV TC-83 Vero 10K pilot screen=2.6
CC(C)S(=O)(=O)CC(=O)c1ccc(Cl)cc1	-19%	1%	-3%	0.1%	-3%
CC1CCN(CC(=O)N2c3ccccc3CCc3ccccc32)CC1	-4%	35%	-4%	0.5%	-13%	VEEV TC-83 Vero 10K pilot screen=0.4
O=S(=O)(c1ccccc1)N1N=C(c2ccccc2)CC1c1ccccc1 (stereo not given)	0%	2%	-1%	2.8%	-18%
CCc1ccc(-c2cc(C(=O)NN3CCOCC3)c3ccccc3n2)cc1	-11%	-10%	-2%	2.6%	3%
CC(=O)Nc1ccc2c(c1)ncn2C	4%	-18%	4%	2.1%	4%
O=C(Oc1ccnc2cc(Cl)ccc12)N1CCCCCC1	21%	45%	17%	2.4%	0%
c1ccc(-c2csc(-n3cccn3)n2)cc1	-4%	13%	0%	0.4%	2%
CC(=O)Nc1ccc(S(=O)(=O)NCCC(=O)OCC(=O)NCc2ccccc2)cc1	5%	4%	-4%	0.7%	.
CC1CCN(C(=S)NC(=O)c2ccccc2)CC1	-6%	-19%	40%	0.7%	7%
O=[N+]([O-])c1cccc(S(=O)(=O)Nc2ccc(S(=O)(=O)NCC3CCCO3)cc2)c1 (stereo not given)	-4%	5%	0%	5.4%	-8%
Cc1ccc2nc(NC(=O)c3ccc4ncsc4c3)sc2c1	0%	6%	-7%	2.7%	-4%
O=C(Nc1ccc([N+](=O)[O-])cc1)C(=O)Nc1cccc(C(=O)O)c1	-6%	-7%	10%	2.0%	0%
O=c1[nH]c(=O)n(Cc2ccccc2)c(O)c1C=Nc1ccc(CN2CCOCC2)cc1	-4%	40%	-1%	0.8%	-6%
O=C(NC1CCNCC1)C1CCCCC1	-2%	-20%	-1%	0.8%	7%
Cc1ccc(NC(=O)c2ccc(Cl)nc2)cc1S(=O)(=O)N1CCOCC1	-10%	22%	3%	12%	.
C/C(=N\NC(=O)c1cccc(N/N=C(\C)c2ccccc2)c1)c1ccccc1	-1%	33%	-3%	9.2%	-1%
COc1ccccc1N(Cc1ccccc1)S(=O)(=O)c1cccc(C(=O)NCC2CCCO2)c1 (stereo not given)	-8%	25%	-7%	7.8%	.
SMILES	influenza NS1A	tuberculosis growth	M. tuberculosis HTS	VEEV TC-83 Vero	PhoP GFP inhibition	others
O=C(NC1CCCCCC1)c1nnc(Cc2ccc(Cl)cc2)o1	0%	14%	-12%	0.7%	.
Cc1ccccc1C(=O)NNC(=O)c1cccn1C	-3%	-11%	-4%	1.1%	-8%
CN(CC(=O)Nc1ccc(N2CCOCC2)cc1)C(=O)c1ccc(CS(C)(=O)=O)cc1	0%	-13%	-6%	1.2%	.
O=C(CN1CCCC1c1cccs1)Nc1cc(S(=O)(=O)N2CCCC2)ccc1Cl (stereo not given)	8%	16%	-9%	i	.
Cc1sc2ncn(CC(=O)N3CCN(c4ccccn4)CC3)c(=O)c2c1S(=O)(=O)N1CCCCC1	2%	-3%	-3%	0.9%	12%
Clc1ccc(N2CCN(/N=C/c3cccnc3)CC2)cc1	7%	20%	0%	0.6%	2%
COc1ccc(/C=N/NC(=S)Nc2cccc(C(=O)O)c2)cc1	-3%	-47%	-1%	0.3%	-3%
CC(OC(=O)Cc1ccc(F)cc1)C(=O)N1CCc2ccccc21 (stereo not given)	-4%	.	.	0.3%	.
COc1ccc(-c2noc(CCC(=O)Nc3ccc(C)c(C)c3)n2)cc1	5%	?	?	0.9%	-4%
O=C(O)CCCN1C(=O)C2C3C=CC(C2C1=O)C1C(=O)N(CCCC(=O)O)C(=O)C31 (stereo not given)	-4%	8%	4%	0.3%	-2%
Cc1ccc(-c2nnn(CC(=O)N(CCN3CCOCC3)C(C(=O)NC(C)(C)C)c3ccco3)n2)cc1 (stereo not given)	1%	0%	-4%	2.5%	-1%
CCC1CCCCN1CCCNC(=O)c1nn(C)c2c1CS(=O)(=O)c1ccccc1-2 (stereo not given)	3%	-1%	1%	0.2%	4%
O=C(Nc1ccc(S(=O)(=O)N2CCOCC2)cc1)c1ccc([N+](=O)[O-])s1	-1%	1.6µM*	?	3.8%	2%
CCCn1nnnc1NCc1ccc(F)cc1	-9%	.	1%	0.4%	-3%
O=C(COC(=O)c1ncc(Cl)c(Cl)c1Cl)NC1CCCCCC1	-14%	47%	25%	0.8%	-20%
O=C(Cc1cccc2ccccc12)Nc1ccc(O)cc1C(=O)O	-10%	10%	-1%	i	-6%
Cc1ccc(NS(=O)(=O)c2cccc(C(=O)NC3CCN(Cc4ccccc4)CC3)c2)c(C)c1	3%	.	.	3.3%	.
Cc1ccc2c(c1)C1CC(C)(O2)N(c2cccc(C(=O)NC3CCN(Cc4ccccc4)CC3)c2)C(=O)N1 (stereo not given)	1%	12%	7%	i	-10%
Cc1ccccc1NC(=O)CSc1nnc(-c2ccccc2)n1-c1ccccc1	-5%	5%	1%	2.5%	1%
Cc1cc(=O)oc(C)c1C(=O)Nc1cccnc1Cl	0%	-15%	-19%	i	8%
COc1cccc(C(=O)C2CN(c3ccccc3)CC2c2ccc(Cl)cc2)c1 (stereo not given)	1%	67%	5%	i	1%	VEEV TC-83 Vero 10K pilot screen=2.4
CCOC(=O)C1=C(COc2ccccc2)NC(=O)NC1c1ccc(Br)cc1 (stereo not given)	4%	-1%	-1%	6.3%	3%
CN(C)Cc1ccccc1Sc1ccc(Br)cc1	17%	i	3%	0.2%	8%
COc1cc(/C=N/n2cnnc2)ccc1OC(=O)c1ccncc1	3%	-17%	-4%	5.8%	6%
CC1CCN(c2nc3ccccc3nc2N2CCC(C)CC2)CC1	.	-6%	-3%	.	1%

Reprinted at random: five entries already listed, in no set order.
SMILES	influenza NS1A	tuberculosis growth	M. tuberculosis HTS	VEEV TC-83 Vero	PhoP GFP inhibition	others
O=C(Cc1cccc2ccccc12)Nc1ccc(O)cc1C(=O)O	-10%	10%	-1%	i	-6%
Cc1ccc(NS(=O)(=O)c2cccc(C(=O)NC3CCN(Cc4ccccc4)CC3)c2)c(C)c1	3%	.	.	3.3%	.
COc1ccc(-c2noc(CCC(=O)Nc3ccc(C)c(C)c3)n2)cc1	5%	?	?	0.9%	-4%
Cc1ccccc1C(=O)NNC(=O)c1cccn1C	-3%	-11%	-4%	1.1%	-8%
CCOC(=O)C1=C(COc2ccccc2)NC(=O)NC1c1ccc(Br)cc1 (stereo not given)	4%	-1%	-1%	6.3%	3%

Additional records
SMILES	influenza NS1A	tuberculosis growth	M. tuberculosis HTS	VEEV TC-83 Vero	PhoP GFP inhibition	others
CC(=O)Nc1cccc(NC(=O)CSc2ncc(-c3ccccc3)[nH]2)c1	5%	10%	1%	1.4%	11%
O=C(O)C1CC2CCC1CC2 (stereo not given)	-18%	.	.	2.6%	.
CCOC(=O)Nc1oc2ccccc2c(=O)c1C	7%	-8%	-1%	0.7%	-2%
COc1cc(C(=O)OCc2cc(=O)c(O)co2)ccc1OC(F)F	-2%	0%	-7%	2.0%	12%
COC(=O)C1=C(c2ccc(Cl)c(C(F)(F)F)c2)C[C@@H]2CC[C@H]1N2C(=O)NCc1ccco1	1%	17%	9%	8.9%	.
CN(C)S(=O)(=O)N1CCN(C(=O)c2ccc3c(c2)OCO3)CC1	-6%	-6%	8%	0.9%	-4%
O=C(CCl)Nc1c[nH]c(=O)[nH]c1=O	7%	.	.	?	.
CC1=C(C(=O)Nc2ccccc2)SCCO1	2%	7%	0%	i	-6%
C=CCn1c(C)cc(C2=NNC(=NC(C)(C)C)SC2)c1C	-14%	.	-2%	i	-2%
O=C(Nc1ccccc1)c1cc(S(=O)(=O)N2CCSCC2)ccc1Cl	-8%	-13%	-5%	i	-3%	VEEV TC-83 Vero 10K pilot screen=0.5
COc1ccc(C(=O)C2CCN(C(=O)Nc3ccccc3C)CC2)cc1	16%	9%	-2%	0.8%	7%
CC1(C)CC(=O)c2sc(NC(=O)CN3C(=O)CCC3=O)nc2C1	0%	.	0%	0.1%	3%

Quoted from the listing, two compounds:
SMILES	influenza NS1A	tuberculosis growth	M. tuberculosis HTS	VEEV TC-83 Vero	PhoP GFP inhibition	others
O=C(Nc1ccccc1)c1cc(S(=O)(=O)N2CCSCC2)ccc1Cl	-8%	-13%	-5%	i	-3%	VEEV TC-83 Vero 10K pilot screen=0.5
COc1ccc(C(=O)C2CCN(C(=O)Nc3ccccc3C)CC2)cc1	16%	9%	-2%	0.8%	7%
